Compound activity from PubChem.
MgcRacGAP inhibition – MgcRacGAP GTPase-activating activity inhibitors, confirmation, biochemical, ADP Hunter fluorescence | MgcRacGAP-stimulated Rac1 GTP hydrolysis, ADP Hunter fluorescence; higher % means a stronger effect; GST-tagged Rac1 F28L mutant substrate | one-dose inhibition, % at 30 µM; IC50 in µM for titrated hits | actives 0.6% (n = 340,000) | AID 624330;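 active = first-screen hits whose inhibition reached a set limit at any dose in the follow-up dose series; inconclusive = inhibition above the set first-screen limit but never retested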;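 also: fluorescence reports GDP produced by GAP-driven GTP hydrolysis; strong numbers were not always called active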
HIV peptide binding – inhibitors of HIV fusion peptide binding, primary screen, biochemical, uHTS, fluorescence dequenching (AID 1986) | inhibition, % at 20 µM, or IC50 in µM where a hit was titrated | cell-free peptide binding, fluorescence dequenching, 30 min; higher % means a stronger effect | actives 0.3% (n = 290,000); in the data active = inhibition mostly above about 52%, no sharp cut-off; inactive = mostly below about 76%; also: some results filed as inactive read as strong as hits
UTI89 phage lysis – protection from phage-mediated lysis, alamar blue read-out – E. coli UTI89, K1F phage, bacterial capsule biogenesis inhibitors (AID 488966). inhibition, % at 100 µM, or IC50 in µM where a hit was titrated. E. coli UTI89 K1F phage lysis, alamar blue, 2 h; higher % means a stronger effect. actives 0.02% (n = 340,000);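 active = phage lysis inhibition, versus mean bacterial control, above a set limit; inconclusive = no clear call, values can overlap the other calls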;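 also: capsule biogenesis inhibitors block K1F phage lysis so surviving cells raise fluorescence; higher fluorescence means more inhibition of phage lysis; actives were called in the ten point dose series up to 300 µM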
GPR35 antagonists – inhibition of zaprinast-stimulated GPR35 beta-arrestin translocation – imaging, U2OS, beta-arrestin-GFP, zaprinast agonist, primary screen (AID 2058) | U2OS GPR35 beta-arrestin-GFP translocation imaging, zaprinast antagonism; higher % means a stronger effect | inhibition, % at 10 µM; hits with a dose series show IC50 in µM | actives 0.052% (n = 290,000);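 active = inhibition of at least 50% with at least 30 cells and total cytoplasm GFP at most 10,000,000; inconclusive = under 30 cells or total GFP of 10,000,000 plus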
RSV CPE inhibition – RSV antiviral activity via CPE protection, HEp-2 cells, primary 10 µM value included (AID 2391); one-dose CPE inhibition, % at 10 µM; IC50 in µM for titrated hits; HEp-2 cells, RSV-induced CPE inhibition; higher % means a stronger effect; actives 0.13% (n = 310,000); in the data active = a potency from the dose series; inconclusive = CPE inhibition mostly from about 23% at the one dose, without a potency; inactive = the rest, 99 in 100 with CPE inhibition below about 21%; also: strong numbers were not always called active
GPR55 LPI antagonism – inhibition of LPI-stimulated GPR55 beta-arrestin translocation – imaging, U2OS, beta-arrestin-GFP, LPI agonist, primary screen (AID 2013); inhibition, % at 10 µM; hits with a dose series show IC50 in µM; U2OS GPR55 beta-arrestin-GFP translocation imaging, LPI antagonism; higher % means a stronger effect; actives 0.13% (n = 290,000);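 active = spots per cell inhibited over 60%, with over 100 cells counted and total cytoplasm intensity under 500,000; inconclusive = wells with under 100 cells, flagged as likely toxic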;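 also: U2OS cells stably carrying GPR55 and arrestin-GFP stimulated by 5 µM LPI near EC80; imaged beta-arrestin-GFP aggregate spots per cell after agonist stimulation; plate controls were LPI-stimulated DMSO wells for no effect and DMSO wells without LPI for full effect; some results filed as inactive read as strong as hits; confirmed hits need IC50 under 10 µM and bright autofluorescent wells are also inconclusive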
PhoP inhibition – PhoP-dependent GFP reporter repression – Salmonella Typhimurium, primary screen (AID 1863) | actives 0.16% (n = 300,000) | inhibition, % at 50 µM, or IC50 in µM where a hit was titrated | S. Typhimurium PhoP-regulated promoter GFP reporter, 4 h; higher % means a stronger effect;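 active = inhibition over 29.93%, a cutoff 3 SD above the screen mean, later confirmed by dose response; inconclusive = inhibition over 29.93% but no dose response follow-up; inactive = inhibition at most 29.93% or unconfirmed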;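 also: 0% = low Mg2+ inducing control and 100% = high Mg2+ repressing control; strong numbers were not always called active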
Large T inhibition – SV40 large T antigen inhibitors, biochemical (AID 1903); actives 0.39% (n = 310,000); inhibition, % at 20 µM; hits with a dose series show IC50 in µM; SV40 large T antigen ATPase/helicase inhibition assay; higher % means a stronger effect; in the data active = a potency from the dose series; inconclusive = inhibition mostly from about 32% at the one dose, without a potency; inactive = the rest, 99 in 100 with inhibition below about 32%; also: strong numbers were not always called active
Dengue-2 NS5 capping – flavivirus cap methylation enzyme inhibition – biochemical, confirmation dose response, primary screen (AID 588689); inhibition, % at 25 µM, or IC50 in µM where a hit was titrated; Dengue-2 NS5 methyltransferase capping enzyme assay, biochemical; higher % means a stronger effect; actives 0.3% (n = 340,000); in the data active = a potency from the dose series; inconclusive = inhibition above about 29% without an active follow-up result
Dengue-2 NS5 capping pilot replicate – recorded beside Dengue-2 NS5 capping, whose call it bears; inhibition, %; measured here: pilot screen replicate inhibition
* = called active by the depositor; ? = inconclusive; nt = not tested or not shown; [ ] = dose if it differs, or a comment.

SMILES	MgcRacGAP inhibition	HIV peptide binding	UTI89 phage lysis	GPR35 antagonists	RSV CPE inhibition	GPR55 LPI antagonism	PhoP inhibition	Large T inhibition	Dengue-2 NS5 capping	others
O=C(c1ccc(Cl)cc1Cl)C1(n2cncn2)Oc2ccccc2C1O (centres undefined)	5%	-2.8%	0.2%	11%	1.5%	9%	32%	5%	-3%
CCc1noc(C)c1C(=O)Nc1ccc(F)c(F)c1	4%	nt	0.5%[50 µM]	nt	0.2%	nt	8%	9%	-10%
CC1(C)CC(C(CCN(Cc2ccccc2)C(=O)c2ccco2)c2ccc(F)cc2)CCO1 (centres undefined)	6%	3.4%	-0.9%	-2%	-1.1%	15%	-2%	4%	-1%
O=C(Cn1cnc2c(nnn2Cc2ccccc2F)c1=O)NCC1CCCO1 (centres undefined)	8%	-0.7%	0.1%	7%	1.7%	2%	0%	8%	-2%
CCOC(=O)N1CCC(NC(=O)CC(NS(=O)(=O)c2ccc(Cl)cc2)c2ccco2)CC1 (centres undefined)	-1%	-2.1%	0.1%	-3%	1.7%	-3%	0%	16%	-4%
COc1ccc(NC(=S)NC2CCN(Cc3ccccc3)CC2)cc1OC	7%	0.4%	3.1%	-19%	-1.7%	4%	3%	5%	-9%
Cc1ccccc1S(=O)(=O)Oc1ccccc1C(=O)Oc1ccccc1	11%	-0.5%	0.2%	-8%	3.1%	5%	-3%	1%	6%
COc1ccccc1OC(=O)Nc1ccc(Cl)cc1	5%	-1.4%	0.2%	2%	1.2%	0%	4%	2%	-6%
O=C(O)c1ccc(NS(=O)(=O)c2ccc3c(c2)OCCO3)cc1	-1%	1.5%	6.5%	1%	-0.1%	4%	-3%	9%	-7%
CN1CCN(CC(O)COc2ccc(Cl)cc2)CC1 (centres undefined)	7%	-2.8%	0.7%	-5%	-1.7%	6%	-6%	0%	-7%
CCS(=O)(=O)c1nc(S(=O)(=O)c2ccc(Cl)cc2)c(N2CCc3ccccc3C2)s1	18%	1.8%	0.6%	-14%	8.8%	8%	5%	6%	0%
Cc1ccccc1OCc1nc2ccccc2c(=O)n1/N=C/c1cn[nH]c1-c1ccccc1	5%	1.4%	0.8%[50 µM]	7%	16%	10%	18%	2%	-8%
Cc1cccc(-c2nc(C#N)c(NCC3CCCO3)o2)c1 (centres undefined)	5%	-7.7%	12%	-6%	9.0%	13%	-2%	11%	3%
C=C1CCN(C(C(=O)OC)C(C)C)S(=O)(=O)c2ccccc21 (centres undefined)	6%	0.4%	0.6%	-3%	-1.7%	11%	1%	17%	-13%
O=C(C1CC1)N1c2ccccc2Sc2ccccc21	9%	-0.1%	0.3%	11%	-1.9%	5%	10%	5%	5%
COc1ccc(C2C(C(=O)c3ccco3)=C(O)C(=O)N2CCN2CCOCC2)cc1 (centres undefined)	8%	2.2%	-0.4%	2%	3.5%	8%	-5%	9%	-2%
O=C(/C=C/c1c(Cl)cccc1Cl)N1CCN(c2ncccn2)CC1	6%	-2.1%	0.2%	8%	21%	-17%	4%	-5%	-3%
CCOC(=O)c1ccc(S(=O)(=O)N2CCC(C(=O)O)CC2)cc1	-1%	1.3%	-0.3%	3%	0.7%	-6%	-4%	-15%	4%	Dengue-2 NS5 capping pilot replicate=2.7
Clc1ccc(-c2nc3ccccc3n2OCc2ccccc2)cc1	9%	0.4%	0.3%	-7%	1.2%	10%	-6%	-3%	-2%	Dengue-2 NS5 capping pilot replicate=-3.0
CC1Cc2ccccc2N1CC(=O)Nc1ccc2c(c1)OCO2 (centres undefined)	23%	-0.9%	-0.4%	-9%	-1.0%	-15%	-7%	7%	1%
CC(NC(=O)c1cnc2n(c1=O)CCS2)c1ccccc1 (centres undefined)	8%	-0.4%	1.0%	13%	-0.2%	3%	11%	4%	-4%
CC(=O)NC(NC(=S)N1CCCCCC1)C(Cl)(Cl)Cl (centres undefined)	5%	-1.7%	-0.1%	-3%	0.0%	13%	5%	1%	2%
COc1ccc(S(=O)NC2CCCCC2)c(OC)c1C (centres undefined)	10%	0.4%	0.3%	2%	0.7%	4%	-18%	3%	-6%
CCOC(=O)C(CC)(CC)/C(C)=N/NC(=O)CC#N	8%	3.8%	4.8%	5%	1.4%	-3%	8%	5%	-2%
O=C(NNS(=O)(=O)c1ccccc1[N+](=O)[O-])c1ccc(O)cc1	3%	-0.2%	0.6%	9%	0.3%	-3%	7%	3%	-5%	Dengue-2 NS5 capping pilot replicate=-3.3
O=C(CCNC(=O)c1ccc([N+](=O)[O-])cc1)NNC(=O)c1ccncc1	7%	-0.2%	0.1%	8%	1.6%	6%	3%	13%	1%
CCOC(=O)C1=C(c2ccccc2)NC(=O)NC1c1cc(OC)c(O)c([N+](=O)[O-])c1 (centres undefined)	4%	-1.3%	0.1%	6%	3.5%	3%	1%	7%	8%	Dengue-2 NS5 capping pilot replicate=-2.1
CCN(CC)CCNC(=O)c1c(C)n(-c2ccccc2)c2cc(Br)c(OC)cc12	9%	-0.9%	-0.4%	3%	-1.1%	9%	-2%	9%	3%
COc1cccc(COC(=O)c2c(C)nn(-c3ccccc3)c2Cl)c1OC	4%	0.4%	-0.4%	-4%	?	4%	0%	7%	-1%
Nn1c(SCc2cc([N+](=O)[O-])cc3c2OCOC3)nnc1-c1cccnc1	8%	-0.7%	-0.4%	3%	0.2%	14%	3%	11%	-7%
COC(=O)c1ccc(-n2nnnc2SCC(=O)Nc2ccccc2OC)cc1	20%	3.5%	0.1%	7%	1.7%	11%	-11%	13%	1%
Cc1n[nH]c(C)c1S(=O)(=O)N1CCC(C(=O)O)CC1	3%	-0.1%	-0.1%	11%	0.2%	-3%	-1%	2%	-1%
CC(C)[C@H](NC(=O)NCc1ccc(F)cc1)C(=O)O	8%	-0.5%	0.2%	6%	0.6%	2%	-1%	6%	-3%
Cc1cc(S(=O)(=O)Nc2ccc(N(C)C)cc2)c(C)s1	?	0.1%	-2.6%	13%	-1.2%	2%	1%	?	-1%
Cc1ccc(NC(=O)N(C)c2ccccc2)cc1	6%	1.7%	2.1%[50 µM]	-3%	4.8%	9%	-6%	2%	-8%
Cc1oc2cc3oc(=O)cc(C)c3cc2c1C	10%	1.0%	1.1%[50 µM]	-9%	3.4%	0%	-5%	18%	-3%
CCN(CC)CCNC(=O)c1c(O)c2c([nH]c1=O)CCCC2	10%	2.0%	3.5%	7%	-1.6%	8%	2%	14%	0%
COc1ccc(-n2c(O)cnc2Nc2nc(C)cc(C)n2)cc1OC	10%	-1.3%	0.4%	17%	-0.5%	-3%	-11%	4%	-6%
Cc1ccc(NC2CCCN(C(=O)CCc3scnc3C)C2)cc1C (centres undefined)	11%	-0.2%	-0.2%	12%	1.2%	-8%	3%	16%	1%
COC(=O)c1ccc(Cl)c(NC(=O)c2ccc(-c3ccccc3)cc2)c1	nt	-1.2%	nt	8%	nt	14%	12%	2%	nt
O=C(N/C(=C\c1cccc([N+](=O)[O-])c1)C(=O)N1CCOCC1)c1cccc(Br)c1	9%	-2.2%	-0.4%	5%	0.0%	-4%	8%	11%	-6%
CCOC(=O)C(C)Oc1cccc2c(=O)n(CC(=O)Nc3cccc(OC)c3)ccc12 (centres undefined)	-2%	-0.9%	-0.3%	-8%	1.3%	3%	5%	8%	-5%
COc1cc(-c2nc3n(n2)C(c2ccc(F)cc2)C2=C(CCCC2=O)N3)cc(OC)c1OC (centres undefined)	9%	0.6%	-0.3%	0%	0.4%	13%	-3%	1%	-7%
O=C(NC(=S)N1CCN(c2ccccn2)CC1)c1ccccc1	6%	0.7%	0.4%	-1%	1.6%	-13%	-8%	10%	0%
Cc1c(NC(=O)C2(c3ccccc3)CCCC2)c(=O)n(-c2ccccc2)n1C	10%	-0.5%	4.3%	0%	-0.2%	-3%	-7%	10%	-5%
CC(C)C(C(=O)Nc1ncn[nH]1)N1C(=O)c2ccccc2C1=O (centres undefined)	1%	0.3%	-1.0%	21%	1.3%	-6%	-1%	8%	-5%
Cc1ccc(N(CC(=O)NCCSc2ccccn2)S(C)(=O)=O)cc1	4%	-0.2%	0.3%	23%	0.8%	13%	4%	18%	nt
NC(CSCc1ccccc1Cl)C(=O)O (centres undefined)	-1%	1.8%	-0.1%	-5%	0.5%	8%	-4%	-1%	-4%
Cc1cc(C)nc(NS(=O)(=O)c2ccc(NC(=O)c3cc(=O)c4ccccc4o3)cc2)n1	6%	-0.3%	0.2%	4%	1.8%	-11%	10%	7%	8%
CCC(=O)N(CC(=O)Nc1sc(C)c(C)c1C(N)=O)C1CCCC1	-20%	-0.7%	-1.6%	0%	75%	-2%	-6%	10%	-5%
C/C(=N\Nc1nccnc1Cl)c1ccc([N+](=O)[O-])cc1	11%	0.4%	0.5%	0%	0.9%	-1%	-2%	4%	3%
Cc1ccc(SCc2nc(N)nc(Nc3ccccc3C)n2)cc1C	-1%	1.1%	0.3%	1%	-0.1%	-14%	-10%	21%	-5%
O=C1N=C(N2CCN(c3ccccc3)CC2)SC1Cc1ccccc1 (centres undefined)	4%	-1.3%	0.5%	-3%	4.4%	-5%	-10%	11%	-3%
O=C(NCCN1C(=O)S/C(=C\c2ccc(F)cc2)C1=O)c1cccc(S(=O)(=O)N2CCOCC2)c1	11%	-0.8%	-0.6%	-6%	2.2%	0%	-10%	4%	-1%
Cc1ncc([N+](=O)[O-])n1Cc1ccccc1	12%	-0.6%	0.8%[50 µM]	15%	0.8%	-20%	24%	1%	-4%
CCOC1(C)OCC(=O)[C@]2(CCC3C4CCC5=CC(=O)C=CC5(C)C4C(=O)CC32C)O1 (some centres undefined)	9%	1.2%	2.3%[50 µM]	-3%	1.8%	4%	-23%	15%	-4%
COc1ccc2c(c1OC)C(=O)OC2	2%	0.3%	-0.2%	9%	nt	18%	-3%	0%	-7%
O=c1c(-c2cccc3ccccc23)[n+]([O-])c2ccccc2n1O	6%	-1.0%	0.5%	1%	1.2%	8%	-9%	4%	10%
